# Screening data as filed in PubChem BioAssay.
# BLM inh: Bloom syndrome helicase (human) inhibition | recombinant BLM DNA unwinding, fluorescence dequenching | P54132 | 0.2% of 350,000 active | Potency, µM (highest dose often 56.1 µM), without a hit: top-dose activity change, negative = inhibition, hits mostly inhibitors;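 note: potency is the fitted concentration of half-maximal effect; plate controls were vehicle for no effect and no enzyme for full effect; nearly all actives have a fitted effect of over 35% in size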
# RXFP1 antag: blocks the human relaxin receptor RXFP1; Q9HBX9; HEK293-RXFP1, relaxin-stimulated cAMP HTRF, 30 min; stronger effect = lower value; activity change, negative = inhibition, % at 57.5 µM; 0.59% of 350,000 active; AID 1259400;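 active = activity change of -60% or lower, but not beyond a set lower limit; inconclusive = change between -60% and -40%, or beyond the set limit; inactive = change above -40%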; note: % is set by controls: 0 for no effect and ±100 for the full control effect
# PGK inhibitor: T. brucei PGK inhibition. P07378. PGK/GAPDH coupled, Kinase-Glo luminescence, 60 min. Potency, µM (top dose mostly 57.5 µM), without a hit: top-dose activity change, negative = inhibition, actives largely listed as inhibitors. 0.043% of 380,000 active. AID 602233; note: potency is the fitted concentration of half-maximal effect; % is set by controls: 0 for no effect and ±100 for the full control effect; nearly all actives have a fitted effect of over 60% in size
#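 Recombinant glycosomal PGK reaction used 1,3-bisphosphoglycerate generated in-well by GAPDH (100nM final) in 100mM TEA pH 7.6, 5mM MgCl2, 0.01% Tween-20. After 60 minutes at room temperature, ATP was read by Kinase-Glo Plus luminescence end-point.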
# Pol eta inh: DNA polymerase eta (human) inhibition; recombinant Pol eta, fluorescent DNA replication assay; Potency, µM (top dose mostly 114 µM), for inactives: at the top dose activity change, negative = inhibition, actives largely listed as inhibitors; 1.2% of 390,000 active; AID 588591; note: potency is the fitted concentration of half-maximal effect; % is set by controls: 0 for no effect and ±100 for the full control effect
#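 Pol eta (10 nM) was preincubated with compounds for 15 min at room temperature, after which fluorescent replication substrate (50 nM final) was added to start the reaction. Fluorescence was read kinetically at 0 and 10 min.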
# APEX1 inh: inhibitors of human APE1 endonuclease. P27695. recombinant APE1, TAMRA/BHQ-2 abasic DNA cleavage fluorescence. Potency, µM (titrated, usually from 65.8 µM), inactives show top-dose activity change, negative = inhibition, actives largely listed as inhibitors. 0.35% of 350,000 active;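 note: potency is the fitted concentration of half-maximal effect; plate controls were vehicle for no effect and reference inhibitor for full effect; nearly all actives have a fitted effect of over 55% in size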
# Target sequence (P27695 whole entry, looked up): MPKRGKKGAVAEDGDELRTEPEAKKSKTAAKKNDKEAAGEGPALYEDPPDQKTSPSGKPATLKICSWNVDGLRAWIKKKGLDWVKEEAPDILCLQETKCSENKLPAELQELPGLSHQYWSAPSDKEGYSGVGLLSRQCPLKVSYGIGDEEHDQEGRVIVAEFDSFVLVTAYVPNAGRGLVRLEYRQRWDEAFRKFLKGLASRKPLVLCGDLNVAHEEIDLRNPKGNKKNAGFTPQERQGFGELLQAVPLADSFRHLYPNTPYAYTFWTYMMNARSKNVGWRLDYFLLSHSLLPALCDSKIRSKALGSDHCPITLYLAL
#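 Substrate: short duplex with […] THF abasic site, 5'-TAMRA and 3'-BHQ-2, 50 nM final. APE1 at 0.75 nM, preincubated 15 min RT with compound. Fluorescence increase from first to third read measured activity.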
# POLK inh: inhibitors of human DNA polymerase kappa; Q9UBT6; purified Pol kappa, fluorescent DNA synthesis assay, 10 min; Potency, µM (top dose mostly 107 µM), for inactives: at the highest dose activity, negative = inhibition, actives largely listed as inhibitors; 0.53% of 400,000 active; AID 588579; note: potency is the fitted concentration of half-maximal effect; % is set by controls: 0 for no effect and ±100 for the full control effect
#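 10 nM Pol kappa was preincubated with compounds for 15 min at room temperature. Reaction started with 50 nM (final) substrate. Fluorescence read kinetically at 0 and 10 min.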
# POLI inh: DNA polymerase iota (human) inhibition; Q9UNA4; Pol iota fluorescent replication assay, 10 min; Potency, µM (highest dose often 115 µM), for inactives: at the top dose activity, negative = inhibition, most hits filed as inhibitors; 1% of 390,000 active; AID 588590; note: potency is the fitted concentration of half-maximal effect
# Target sequence (Q9UNA4 whole entry, looked up): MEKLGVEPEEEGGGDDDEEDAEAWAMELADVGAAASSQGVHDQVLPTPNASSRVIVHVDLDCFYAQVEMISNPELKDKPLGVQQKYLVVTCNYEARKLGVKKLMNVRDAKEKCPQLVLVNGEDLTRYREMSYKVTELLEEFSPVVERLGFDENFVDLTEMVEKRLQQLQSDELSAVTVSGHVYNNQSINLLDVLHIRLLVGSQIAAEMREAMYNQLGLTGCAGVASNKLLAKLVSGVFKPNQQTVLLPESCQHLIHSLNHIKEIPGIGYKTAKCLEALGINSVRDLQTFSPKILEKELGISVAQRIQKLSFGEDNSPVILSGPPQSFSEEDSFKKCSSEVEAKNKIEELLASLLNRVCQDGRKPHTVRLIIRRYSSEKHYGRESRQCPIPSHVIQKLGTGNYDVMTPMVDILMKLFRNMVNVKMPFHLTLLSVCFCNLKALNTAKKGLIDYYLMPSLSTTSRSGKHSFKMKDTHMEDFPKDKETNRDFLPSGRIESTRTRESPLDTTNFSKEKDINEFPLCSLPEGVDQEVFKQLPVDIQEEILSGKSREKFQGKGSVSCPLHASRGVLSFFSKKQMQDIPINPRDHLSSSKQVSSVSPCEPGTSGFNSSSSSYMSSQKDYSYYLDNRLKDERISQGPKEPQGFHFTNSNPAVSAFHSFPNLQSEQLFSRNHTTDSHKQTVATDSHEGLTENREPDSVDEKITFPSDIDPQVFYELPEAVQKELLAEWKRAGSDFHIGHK
#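 Pol iota at 10 nM preincubated 15 min with compounds at room temperature; reaction started with fluorescent substrate, 50 nM final. Fluorescence read kinetically at 0 and 10 min; buffer-only wells as negative control.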
# Pol beta inh: DNA polymerase beta (human) inhibition; P06746; Pol beta primer extension/strand displacement, fluorescence kinetic; Potency, µM (doses to about 114 µM), for inactives: at the highest dose activity change, negative = inhibition, hits mostly inhibitors; 1.3% of 340,000 active; AID 485314; note: potency is the fitted concentration of half-maximal effect; % is set by controls: 0 for no effect and ±100 for the full control effect
#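 Enzyme-only controls used 10 nM Pol beta; buffer lacking enzyme served as negative control. Compound preincubated 15 min, then 50 nM substrate added; 0 and 10 min reads at room temperature.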
# Apoferritin bind: binds horse apoferritin like a general anesthetic; P02791; Potency, µM (titrated, usually from 77.5 µM), inactives show at the highest dose activity change, negative = displacement, most hits filed as inhibitors; 0.074% of 350,000 active; apoferritin/1-aminoanthracene competitive binding, fluorescence; note: potency is the fitted concentration of half-maximal effect; % is set by controls: 0 for no effect and ±100 for the full control effect; nearly all actives have a fitted effect of over 20% in size
#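 In PBS, apoferritin at 10 uM is loaded with 1-AMA from a 50% saturated solution. After 10 min of compound exposure at ambient temperature, reduced 535 nm fluorescence indicates probe displacement.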
# * = called active by the depositor; i = inactive; u = inconclusive; x = not tested or not shown; [ ] = remark or other dose. Unless noted, calls come from the whole dose curve; as a rule, active = well fitted curve in the direction sought with a large enough effect; inconclusive = small, poorly fitted or top-dose-only effect, or another doubt; inactive = no such curve, though single readings can be large; an effect the other way counts as inactive or inconclusive. These rows are one share of the data; count on the stated rates, not on these rows.
PGK inhibitor	POLI inh	Apoferritin bind	POLK inh	Pol eta inh	Pol beta inh	BLM inh	RXFP1 antag	APEX1 inh	Structure
i	21%	1%	16%	-15%	-7%	1%	-7	u	CC(C)(C)c1ccc(S(=O)(=O)N2CCN(CCC#N)CC2)cc1
0%	33%[activator]	-5%	4%	-14%	-2%	-1%	-4	3%	COc1ccc(S(=O)(=O)N2CCN(CCc3ccccc3)CC2)cc1
-1%	29%	-15%	13%	-8%	2%	-2%	3	3%	COc1ccc(OC)c(CCNC(=O)CCC(=O)N2CCOc3ccc(C)cc32)c1
-12%	81%[activator]	-5%	5%	-17%	-10%	-8%	-5	-1%	C/C(=N\NC(=O)C1=NNC(=O)C1C)c1cccs1 (stereo not given)
-8%	32%[activator]	-8%	5%	-5%	2%	0%	2	55%[activator]	COc1ccccc1CN1CC(C(=O)NCc2cccc(C)n2)CCC1=O (stereo not given)
x	x	2%	x	x	6%	-9%	x	38%[activator]	O=C1/C(=C/c2ccc([N+](=O)[O-])cc2)CCc2ccccc21
-3%	20%	x	-12%	-8%	x	x	-8	23%	COc1ccc(C(=O)NCCc2ccc(C(F)(F)F)cc2)cc1S(=O)(=O)N1CCOCC1
i	12%	-1%	-22%	-8%	-2%	1%	4	-10%	COc1cccc(NC(=O)CN2C(=O)C(c3ccc(C)cc3)=NC23CCCCCC3)c1
i	37%[activator]	x	13%	-10%	x	x	x	42%	COc1ccccc1-c1sc2ccccc2c1-c1ccc(Br)nc1
-3%	-16%[58.9 µM]	-8%	-11%	-12%	-9%	-4%	0	0%	CCN(CC)c1ccc(NC(=O)c2cnc3ccccn3c2=O)c(C)c1

# 3 of these compounds in a different format.
compound	PGK inhibitor	POLI inh	Apoferritin bind	POLK inh	Pol eta inh	Pol beta inh	BLM inh	RXFP1 antag	APEX1 inh
COc1ccc(C(=O)NCCc2ccc(C(F)(F)F)cc2)cc1S(=O)(=O)N1CCOCC1	-3%	20%	x	-12%	-8%	x	x	-8	23%
COc1cccc(NC(=O)CN2C(=O)C(c3ccc(C)cc3)=NC23CCCCCC3)c1	i	12%	-1%	-22%	-8%	-2%	1%	4	-10%
O=C1/C(=C/c2ccc([N+](=O)[O-])cc2)CCc2ccccc21	x	x	2%	x	x	6%	-9%	x	38%[activator]

# The listing continues.
PGK inhibitor	POLI inh	Apoferritin bind	POLK inh	Pol eta inh	Pol beta inh	BLM inh	RXFP1 antag	APEX1 inh	Structure
-21%	-3%	2%	0%	u	-7%	-7%	-7	7%	OC(COc1ccc(Cl)c2ccccc12)CN1CCN(c2ccccn2)CC1 (stereo not given)
0%	20%	-4%	5%	-11%	-18%	-5%	0	-4%	Cc1cc(C)n(CCN(C)c2nc3nonc3nc2NC2CC2)n1
-15%	u	-2%	-19%	-6%	15%	-5%	3	1%	Cc1ccc(NC(=O)Nc2ccccc2C(N)=O)cc1
4%	13%	-2%	-11%	-23%	3%	1%	18	2%	O=C(c1cccs1)N1CCC2(O)CCCCC2C1c1ccc(F)cc1 (stereo not given)
2%	u	57%[activator]	-10%[60.1 µM]	-4%	0%	-7%	12	x	O=C(CCS(=O)(=O)c1ccccc1)N(Cc1cccnc1)c1nc2ccc(F)cc2s1
i	-2%	u	2%[60.1 µM]	9%	37%	-1%	-11	12%	COCCN(CCOC)S(=O)(=O)c1ccc(C(=O)Nc2nc(-c3ccncc3)cs2)cc1
5%	-13%	x	-30%	-4%	x	x	0	38%[activator]	CC1CCCN(C(=O)COC(=O)Cc2c[nH]c3ccccc23)C1 (stereo not given)
-11%	85%[activator]	x	-14%	-24%	x	x	-15	-1%	O=S(=O)(NC1=NCCC1)c1cccc(NC(=S)Nc2ccc(OC(F)F)cc2)c1
5%	2%	-12%	-3%	-16%	2%	-13%	x	2%	N#Cc1nc(-c2ccc(OCc3ccccc3)cc2)oc1NCCCn1ccnc1
5%	63%[activator]	x	-3%	-21%	x	x	-8	x	Cn1c(=O)c2[nH]c(CCCCCCCCc3nc4ccccc4[nH]3)nc2n(C)c1=O
-9%	47%[activator]	190%[activator]	-3%	-4%	-30%	-7%	9	20%	CCCC(C)NC(=O)CN1C(=O)c2cccc3cccc1c23 (stereo not given)
i	-3%	-4%	5%	-11%	2%	2%	2	2%	CCOc1cccc(OCCOCCN2CCCC2)c1
-8%	6%	-2%	-1%	-4%	-2%	-3%	-2	7%	CCOC(=O)c1c(NC(=O)c2ccoc2C)sc(C)c1C
-8%	14%	3%	-6%[60.1 µM]	-2%	13%	-1%	0	-11%	CC(C)c1ccccc1NC(=O)CNCCOc1ccccc1F
i	2%	5%	-18%	-2%	4%	-2%	-2	11%	COC(=O)C1CCN(C(=O)CSc2nnc(-c3ccncc3)o2)CC1
-2%	5%	-10%	-3%[60.1 µM]	6%	18%	-5%	-6	5%	Cc1c(NC(=O)OCCSc2nc(N(C)C)nc(N(C)C)n2)sc(=S)n1C
-7%	u	-5%	17%	-7%	0%	1%	-2	33%	CCN(Cc1ccccc1)C1CCN(Cc2ccccc2)CC1
-5%	0%	6%	-14%	-11%	5%	3%	-10	0%	COc1cc(OC)nc(NC(=S)NC(=O)c2ccccc2)n1
-7%	-6%	-5%	-1%	-21%	13%	-1%	7	x	Cc1ccc(NC(=O)Cn2nnc(C(=O)NCc3ccc4c(c3)OCO4)c2N)cc1Cl
-15%	16%	-17%	-1%	-14%	3%	0%	2	-1%	Clc1ccc(CSc2nc3ccncc3[nH]2)cc1
i	39%[activator]	-10%	2%	-3%	2%	-2%	1	27%	Cc1ccc(S(=O)(=O)Nc2ccc(C(=O)NC3CC3)cc2)cc1
0%	4%	-14%	-3%	6%	46%	-12%	-5	13%	NC(=O)c1ccccc1NC(=S)NC(=O)c1ccc(Br)o1
i	1%	9%	-2%	-5%	16%	-1%	x	x	O=C(CN1C(=O)C2(SCC(=O)N2c2ccccc2)c2ccccc21)Nc1ccccc1C(F)(F)F (stereo not given)
-8%	14µM*	x	u	u	x	x	-2	x	O=C1CSC(=S)N1N=Cc1ccc(Cl)s1
3%	55%[activator]	-8%	7%	-15%	-9%	0%	-18	x	Cn1c(=O)c(=O)n(C)c2cc(NC(=O)c3ccccc3Br)ccc21
i	-12%	x	-5%	-13%	x	x	x	-10%	CCOC(=O)C1=CN(Cc2cccc(F)c2)S(=O)(=O)N(CC)C1c1ccc(C(F)(F)F)cc1 (stereo not given)
-3%	16%	-6%	-8%	-14%	2%	-4%	-18	0%	Cc1ccc(C(=O)N/N=C\c2ccc(-c3ccc(Cl)cc3)o2)cn1
-2%	6%	-4%	6%	-4%	-2%	-1%	1	62%[activator]	C=CCNC(=O)c1cnn(-c2ccccc2)c1-c1ccccc1
0%	-10%	-13%	-16%	-19%	-4%	5%	x	1%	NCCCC[C@H]1CNC(=S)N1CCCCC1CCCCC1
13%	141%[activator]	-11%	-1%	-17%	27%	-2%	5	-1%	COCCOc1cc2ncnc(N3CCC(C(=O)O)CC3)c2cc1OCCOC
i	135%[activator]	4%	-4%	-16%	-1%	2%	-18	6%	CC(Oc1ccc(Cl)cc1)C(=O)N/N=C/c1ccsc1 (stereo not given)
-1%	5%	x	-2%	1%	x	x	x	-11%	CCOC(=O)[C@H]1[C@H]2COc3ccc(Cl)cc3[C@@H]2N2C(=O)c3cc(Br)ccc3NC(=O)[C@@]12C
x	3%	-11%	-4%	-2%	9%	-2%	3	-1%	CCCCOc1ccc(C2NC(=O)NC(C)=C2C(C)=O)cc1OCC (stereo not given)
25µM*	1.4µM*	-4%	4.5µM*	1.3µM*	4.5µM*	30%	-36	u	O=C(O)c1ccc(-c2ccc(/C=C3\NC(=O)N(Cc4ccc(Cl)cc4)C3=O)o2)cc1Cl
1%	-7%	-15%	5%	-8%	3%	-4%	x	-5%	NC(=O)CC(NC(=O)c1cccc(Br)c1)c1ccc(NC2CCCCCCCCCCC2)c([N+](=O)[O-])c1 (stereo not given)
-12%	15%	-3%	5%	-13%	4%	-8%	-11	22%	Cc1cccnc1NC(=O)CCCc1c[nH]c2ccccc12
-9%	-8%	-18%	-2%	-15%	4%	-8%	-22	39%	CC(=O)Oc1ccc(/C=N/NC(=O)c2ccc(N(C)S(=O)(=O)c3ccccc3)cc2)cc1
-4%	54%[activator]	5%	-2%	-12%	14%	0%	x	x	O=C(Cn1c(SCCOc2ccccc2Cl)nc2ccccc21)N1CCOCC1
-1%	8%	x	-8%	-1%	x	x	x	x	O=C(NCc1ccc2c(c1)OCO2)c1ccc2c(c1)S(=O)(=O)c1ccccc1C2=O
-4%	-13%	-4%	-4%	-7%	32%	-5%	1	8%	CCOC(=O)N1CCN(C(=O)c2ccc(Cn3c(=S)[nH]c4ccc(Br)cc4c3=O)cc2)CC1
i	19%	-11%	-9%	-2%	14%	-2%	-7	8%	Cc1cccc(-n2cc(CNCCN3CCOC3=O)c(-c3cccc(F)c3)n2)c1
-10%	22%	-9%	-3%	-13%	1%	-3%	x	1%	CCS(=O)(=O)n1nc(-c2ccccc2)cc1N
-3%	-16%	16%	2%	79µM*	u	-12%	-7	x	Cc1ccc2c(c1)c(=O)c1ccccc1n2CCCC(=O)Nc1cc(Cl)ccc1C
i	-11%[58.9 µM]	-11%	-7%	-11%	36%	-8%	6	-6%	Cc1ccc(C)c(CN2C(=O)C3(OCCCO3)c3ccccc32)c1
-7%	-1%	71%[activator]	4%	-9%	9%	-7%	x	-6%	O=C(OCc1nnn(Cc2ccccc2)c1-c1c(COC(=O)c2ccccc2)nnn1Cc1ccccc1)c1ccccc1
0%	4%	-8%	-7%	-16%	31%	-6%	-20	-3%	COc1cccc(-c2nc(N3CCN(c4ccccc4)CC3)c3ccccc3n2)c1O
-12%	6%	-2%	-4%	-5%	0%	58%[activator]	-8	0%	Cc1cc(=O)n2c3ccccc3n(CC(O)CN3CCC(C)CC3)c2c1C#N (stereo not given)
x	-4%	-11%	5%	x	3%	-1%	8	x	O=C(Nc1ccc(C(F)(F)F)cc1)N1CCC(N2CCCCC2)CC1
